Screening data as filed in PubChem.
LYP act: activators of human LYP (PTPN22) phosphatase. recombinant LYP, DiFMUP fluorescence; 0 = plate median, 100 = signal doubled. activation, % at 2 µM. 96,000 tested, 0.11% active;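 active means activation at 2 µM above a set limit, the mean plus 5 SD, cut at about 37% in these data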
sEH activator: soluble epoxide hydrolase (human) activation | 91,000 tested, 0.04% active | P34913 | activation, % at 2 µM | purified human sEH enzymatic activity, activator screen; in the data active means activation above about 37%; further: values of inactives mirror those of a sister screen read the other way
Target sequence (P34913 whole entry, looked up): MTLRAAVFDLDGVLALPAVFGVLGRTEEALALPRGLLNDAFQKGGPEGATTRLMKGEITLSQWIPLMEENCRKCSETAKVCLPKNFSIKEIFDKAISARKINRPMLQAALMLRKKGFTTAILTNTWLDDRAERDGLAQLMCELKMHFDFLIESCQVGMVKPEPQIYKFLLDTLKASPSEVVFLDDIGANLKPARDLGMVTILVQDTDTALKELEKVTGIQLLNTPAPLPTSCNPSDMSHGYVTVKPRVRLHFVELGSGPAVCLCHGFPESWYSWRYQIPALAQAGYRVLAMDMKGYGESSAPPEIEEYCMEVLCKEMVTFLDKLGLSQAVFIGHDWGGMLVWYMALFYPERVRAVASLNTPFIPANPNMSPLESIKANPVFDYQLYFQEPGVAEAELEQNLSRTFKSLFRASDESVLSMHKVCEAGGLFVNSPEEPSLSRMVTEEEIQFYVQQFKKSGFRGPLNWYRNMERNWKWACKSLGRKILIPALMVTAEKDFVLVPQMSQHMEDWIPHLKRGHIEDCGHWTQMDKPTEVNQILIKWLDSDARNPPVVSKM
Lung fibro prol: blocks proliferation of human lung fibroblasts | 85,000 tested, 1.1% active | LL 47 human lung fibroblast viability, ATP luminescence; active compounds read low | AID 719 | viability, % at 10 µM;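 active means viability at or below 50% in the single dose screen; inactive means viability above 50%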;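 further: compound exposure lasted 72 h before the ATP readout; 100% = median luminescence of untreated cell-only wells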
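Test system: LL 47 human lung fibroblasts; Quantity: 1,150 cells/well; Buffer or medium: IMEM plus 15% FBS; Dosing: tenfold compound dosing solution, DMSO at 0.1%; Timing: overnight cell rest, 72 h compound treatment at 37 °C; Detection: ATP-based CellTiter-Glo luminescent readout; Read-out basis: viability percentage against median untreated-cell control; Controls: cell-only wells, no compound.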
sEH inhibitor: blocks human soluble epoxide hydrolase activity; P34913; recombinant human sEH enzymatic activity assay; 91,000 tested, 0.34% active; AID 707; inhibition, % at 2 µM; in the data active means inhibition above about 80%; further: values of inactives mirror those of a sister screen read the other way; many of its hits are not listed in these tables
S1P2 agonist: activates the human S1P2 receptor | 97,000 tested, 0.46% active | activation, % at 4.5 µM | AID 729 | O95136 | S1P2-expressing cell line, agonist reporter read-out; in the data active means activation above about 16%;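 further: 0% = vehicle low control and 100% = maximal reference agonist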
Target sequence (O95136 whole entry, looked up): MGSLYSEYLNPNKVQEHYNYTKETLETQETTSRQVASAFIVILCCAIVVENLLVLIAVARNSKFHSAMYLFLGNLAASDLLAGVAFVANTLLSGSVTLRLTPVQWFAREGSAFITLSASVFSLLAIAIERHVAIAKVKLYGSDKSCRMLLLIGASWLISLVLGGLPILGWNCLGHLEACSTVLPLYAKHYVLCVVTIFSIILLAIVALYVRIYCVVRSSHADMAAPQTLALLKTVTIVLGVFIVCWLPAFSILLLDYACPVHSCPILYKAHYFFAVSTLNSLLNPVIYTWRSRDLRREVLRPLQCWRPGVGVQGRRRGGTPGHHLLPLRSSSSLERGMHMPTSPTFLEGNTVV
HUVEC prolif 384: inhibitors of human endothelial cell proliferation; AID 648; viability, % at 10 µM (by protocol); 86,000 tested, 1.1% active; HUVEC proliferation, CellTiter-Glo luminescence, 72 h; active compounds read low;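 active means viability at or below 30%; inactive means viability above 30%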;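 further: 100% = median luminescence of DMSO-only cell control wells on each plate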
S1P2 blocker: blocks the human S1P2 receptor; O95136; cell-based S1P2 antagonist assay, inhibition at 5 uM; inhibition, % at 5 µM; 97,000 tested, 0.21% active; AID 736; in the data active means inhibition above about 45%;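 further: CRE beta-lactamase reporter cells expressing human S1P2 stimulated with S1P; 0% = agonist at EC80 alone and 100% = agonist plus reference antagonist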
PostGolgi ctrl: growth of the yeast control strain, post-Golgi counter-screen. efflux-deficient yeast background strain, growth absorbance A615, 16 h. inhibition, % at 10 µM. 98,000 tested, 5% active; in the data active means inhibition above about 30%
H69AR growth 86K: blocks growth of human H69AR lung tumor cells; H69AR lung tumor viability, ATP luminescence, 72 h; active compounds read low; viability, % at 10 µM; 85,000 tested, 6% active;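 active means viability at or below 40%; inactive means viability above 40%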;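 further: multidrug resistant small cell line overexpressing MRP-1 efflux transporter; 100% = mean luminescence of untreated control wells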
Active calls of the source: *; · = no result given.

Results follow in this order: sEH inhibitor, HUVEC prolif 384, S1P2 blocker, S1P2 agonist, Lung fibro prol, LYP act, sEH activator, PostGolgi ctrl, H69AR growth 86K
1. COc1cccc(C(=O)Nc2cccc(OCC(=O)O)c2)c1
    -1, 85, -16, -2, 73, 2, -1, -2, 83
2. CN1CCN(c2nc(-c3ccccn3)nc3ccccc23)CC1
    3, 95, 9, -7, 99, 3, -4, -1, 69
3. Cc1ccc(C(C(=O)NC2CCCCC2)N(Cc2ccco2)C(=O)Cn2cnc3ccccc32)cc1 (configuration not stated)
    -1, 86, 16, -4, 94, 0, 3, ·, 77
4. CN1CCN(Cc2cccc(Oc3ccccc3)c2)CC1
    -8, 79, -9, -2, 91, 2, 2, 1, 86
5. CN(C)c1ccc(/C=N/N=C2/NC(=O)/C(=C/c3ccc([N+](=O)[O-])cc3)S2)cc1
    -10, ·, 18, -8, ·, -23, 13, 12, ·
6. O=C(Nc1cccc(-c2cn3cccnc3n2)c1)c1ccc(Br)o1
    -7, ·, -4, -3, ·, 2, 6, 33*, ·
7. O=C(NCc1ccco1)C1c2ccccc2Oc2ccccc21
    9, ·, 11, -2, ·, 0, -9, 5, ·
8. CCC(=O)N(Cc1cc(=O)[nH]c2ccccc12)C1CCCCC1
    0, 96, 4, -6, 106, 13, -1, 2, 92
9. COc1ccc2[nH]cc(C(=O)CN3CCN(C(=O)c4ccco4)CC3)c2c1
    2, 29*, 30, -4, 107, 6, -1, 5, 79
10. CCS(=O)(=O)c1nc2ccccc2n1CC(=O)N1CCCCC1
    -3, 107, -14, -3, 94, -4, 7, 4, 46
11. O=[N+]([O-])c1ccc2nc(-c3ccccc3)n(OCc3ccc(Cl)cc3)c2c1
    1, ·, -6, 0, ·, -4, -2, 16, ·
12. O=C(Nc1cccc(Cl)c1)c1ccc(NCCCN2CCOCC2)c([N+](=O)[O-])c1
    27, ·, 3, -4, ·, 0, -28, 5, ·
13. COc1ccc(/C=N/Nc2nccnc2Cl)cc1
    6, 77, -2, -2, 91, 2, -9, 13, 69
14. CCNC(=O)CC1C(=O)N(c2ccc(F)cc2)C(=O)N1CCc1ccc(OC)cc1 (configuration not stated)
    -10, 94, 16, -3, 94, -2, 9, 2, 89
15. CNC(=O)COC(=O)c1ccc(-c2nc3ccccc3s2)s1
    -19, ·, 10, 0, ·, -2, 21, 1, ·
16. Cc1cc(NC(=O)CCC(=O)N(CC(=O)NC2CCCC2)c2ccc3c(c2)OCCO3)no1
    16, 61, 7, -3, 96, 0, -15, -3, 94
17. Cc1cccc(N2C(=O)CC(N3CCN(c4cccc(C(F)(F)F)c4)CC3)C2=O)c1 (configuration not stated)
    3, 102, 15, -7, 108, -4, -4, 23, 88
18. O=C(c1ccccc1NS(=O)(=O)c1ccc(Br)s1)N1CCOCC1
    -8, 86, 20, -2, 101, 9, 8, -3, 103
19. Cc1c([N+](=O)[O-])cc(C(=O)Oc2ccc(Br)cc2C(=S)N2CCCCC2)cc1[N+](=O)[O-]
    5, 89, 4, -5, 98, 11, -8, 29, 88
20. Cc1ccc(-c2nnc(N3CCCCC3)c3ccccc23)cc1S(=O)(=O)N(C)C
    -3, ·, -17, -2, ·, 2, 1, 16, ·
21. O=c1[nH]c2ccc(S(=O)(=O)N3CCN(C4CCCCC4)CC3)cc2[nH]c1=O
    -12, 117, -4, -9, 107, -2, 13, 13, 105
22. O=C(CCNS(=O)(=O)c1ccc(Br)s1)Nc1ccc(Cl)cc1
    -4, 82, 2, -3, 92, 14, 2, 19, 77
23. CCOc1ccccc1C(=O)N1CCN(C(c2ccccc2)c2ccccc2)CC1
    6, ·, -19, 0, ·, 0, -5, 28, ·
24. Cc1cn(C2OC(COC(=O)c3ccccc3)C(OC(=O)c3ccccc3)C2OC(=O)c2ccccc2)c(=O)[nH]c1=O (configuration not stated)
    -7, 83, -13, 0, 84, -4, 11, ·, 69
25. COC(=O)C(NC(=O)CCc1c(C)nc2ncnn2c1C)C(C)C (configuration not stated)
    -9, 96, -11, -8, 102, -5, 12, 12, 90
26. O=C(Nc1nc2ccc(S(=O)(=O)N3CCCC3)cc2s1)C1CCCCC1
    31, 41, 3, -2, 47*, -12, -31, 4, 23*
27. Cc1onc(-c2c(F)cccc2Cl)c1C(=O)Nc1nnc(-c2ccccc2)s1
    -4, 79, 4, -5, 107, -4, 4, 10, 42
28. CCc1nc2cc(C)nn2c2nc3ccccc3n12
    ·, 91, -12, -1, 97, 0, ·, -12, 79
29. COC(=O)c1cc2sc(Cl)cc2n1CC(=O)NCC1CCCO1 (configuration not stated)
    -8, 97, -5, -3, 103, 0, 6, 36*, 100
30. COc1ccc(NCc2nnc(SCc3ccccc3)n2-c2ccc(OC)cc2)cc1
    2, ·, 7, -5, ·, 7, 0, 2, ·
31. CCOc1ccccc1N(CC(=O)NC1CCCCC1)C(=O)CNC(=O)c1ccco1
    6, 104, -1, -10, 98, -10, -2, ·, 98
32. CC(C)Nc1nc(Oc2ccc(Cl)cc2Cl)cc(C(F)(F)F)n1
    7, ·, 0, -1, ·, -5, -8, 16, ·
33. COC(=O)CCCCC1SCC2NC(=O)NC21O (configuration not stated)
    9, 93, -6, -4, 104, 0, -11, 2, 97
34. CC(NS(=O)(=O)c1ccc(CCC(=O)NCC2CCCO2)cc1)c1ccccc1 (configuration not stated)
    11, 111, -14, -1, 102, 4, -6, ·, 92
35. CCOC(=O)c1c(CN2CCCCC2)n(C)c2cc(Br)c(OC)cc12
    -11, 59, 6, -1, 94, 21, 10, 8, 77
36. Nc1nc(SCC(=O)NC2CCCCCC2)[nH]c(=O)c1-c1ccccc1
    34, 87, -20, -2, 91, -11, -33, 3, 100
37. C=CCSc1nnc(NC(=O)c2nc(SCC)ncc2Cl)s1
    -2, 100, -2, -4, 103, 0, 2, 33*, 110
38. Cc1ccc(C(NC(=O)NCCCN2CCOCC2)=C(Cl)Cl)cc1F
    19, ·, 3, -5, ·, 1, -16, 1, ·
39. O=[N+]([O-])c1cc(C(F)(F)F)ccc1N/N=C/c1cc2ccccc2nc1Cl
    -2, ·, 1, -4, ·, -4, 2, 12, ·
40. COc1ccc(NC(=O)C2CCN(c3nc(C)cc(C)n3)CC2)cc1
    29, 110, 16, 1, 97, 3, -26, ·, 94
41. NC(=O)C(c1ccc(Cl)cc1)c1ncc(C(F)(F)F)cc1Cl (configuration not stated)
    -5, ·, 19, -8, ·, -5, 7, -1, ·
42. CCOC(=O)c1cccnc1SC(CC)C(=O)N1CCOCC1 (configuration not stated)
    -24, 104, -8, -6, 99, 0, 24, 1, 92
43. CN1CCN(C(CNS(=O)(=O)c2ccc(Cl)cc2)c2cccnc2)CC1 (configuration not stated)
    -5, 96, -1, 1, 101, 3, 8, -1, 94
44. CC(NC(=O)CN1CCC(C(N)=O)CC1)c1ccccc1 (configuration not stated)
    -12, 104, 0, -5, 97, -3, 10, 6, 94
45. CCN(CC)C(=O)CN(c1cccc(OC)c1)S(=O)(=O)c1ccc(C)cc1
    -7, 89, -5, -4, 89, 2, 8, 7, 82
46. COC(=O)c1ccccc1NC(=O)CSc1nnnn1C1CCCCC1
    -1, 102, 18, -7, 99, -1, -5, 30, 66
47. CCn1cc(-c2cc(C(F)(F)F)n3nc(C(=O)O)cc3n2)c(C)n1
    6, 92, 3, -3, 105, -3, -7, 13, 101
48. CCOc1cc(-c2noc(CCC(=O)Nc3cccnc3)n2)ccc1OC
    ·, 91, ·, ·, 106, ·, ·, 33*, 90
49. CC(=O)Nc1nc2n(n1)C(c1ccccc1)C=C(c1ccccc1)N2 (configuration not stated)
    ·, 95, 21, -10, 108, 0, ·, 0, 74
50. COc1ccc(/C=N/N(C(C)=O)c2nc(-c3ccc(C)cc3)cs2)cc1
    -25, ·, 11, -6, ·, 7, 24, 17, ·
51. COc1ccc2c(Cl)c(C(=O)NN)sc2c1
    3, ·, 10, -8, ·, -5, -2, -1, ·
52. O=C(OCCN1CCCCC1)c1ccc(O)cc1
    -5, ·, -57, 1, ·, -14, 3, 7, ·
53. CC(=O)N1CCn2c3c(c(=O)c4cc(C)ccc42)CCC31 (configuration not stated)
    ·, 104, ·, ·, 115, ·, ·, 5, 78
54. COC(=O)c1ccc(OC(=O)C2CC(=O)N(c3ccc(C)cc3C)C2)cc1 (configuration not stated)
    -2, 96, -20, -3, 102, 4, 0, -2, 102
55. CC(C)CCNC(=O)c1cccc(C(=O)NCCC(C)C)c1
    46, 80, -1, -1, 95, 6, -46, 3, 77

Arranged by heavy-atom count (falling): part of the list above.
Results follow in this order: sEH inhibitor, HUVEC prolif 384, S1P2 blocker, S1P2 agonist, Lung fibro prol, LYP act, sEH activator, PostGolgi ctrl, H69AR growth 86K
23. CCOc1ccccc1C(=O)N1CCN(C(c2ccccc2)c2ccccc2)CC1
    6, ·, -19, 0, ·, 0, -5, 28, ·
42. CCOC(=O)c1cccnc1SC(CC)C(=O)N1CCOCC1 (configuration not stated)
    -24, 104, -8, -6, 99, 0, 24, 1, 92
22. O=C(CCNS(=O)(=O)c1ccc(Br)s1)Nc1ccc(Cl)cc1
    -4, 82, 2, -3, 92, 14, 2, 19, 77

Among those listed so far, eleven have an aryl methoxy group.
Results follow in this order: sEH inhibitor, HUVEC prolif 384, S1P2 blocker, S1P2 agonist, Lung fibro prol, LYP act, sEH activator, PostGolgi ctrl, H69AR growth 86K
1. COc1cccc(C(=O)Nc2cccc(OCC(=O)O)c2)c1
    -1, 85, -16, -2, 73, 2, -1, -2, 83
9. COc1ccc2[nH]cc(C(=O)CN3CCN(C(=O)c4ccco4)CC3)c2c1
    2, 29*, 30, -4, 107, 6, -1, 5, 79
13. COc1ccc(/C=N/Nc2nccnc2Cl)cc1
    6, 77, -2, -2, 91, 2, -9, 13, 69
14. CCNC(=O)CC1C(=O)N(c2ccc(F)cc2)C(=O)N1CCc1ccc(OC)cc1 (configuration not stated)
    -10, 94, 16, -3, 94, -2, 9, 2, 89
30. COc1ccc(NCc2nnc(SCc3ccccc3)n2-c2ccc(OC)cc2)cc1
    2, ·, 7, -5, ·, 7, 0, 2, ·
35. CCOC(=O)c1c(CN2CCCCC2)n(C)c2cc(Br)c(OC)cc12
    -11, 59, 6, -1, 94, 21, 10, 8, 77
40. COc1ccc(NC(=O)C2CCN(c3nc(C)cc(C)n3)CC2)cc1
    29, 110, 16, 1, 97, 3, -26, ·, 94
45. CCN(CC)C(=O)CN(c1cccc(OC)c1)S(=O)(=O)c1ccc(C)cc1
    -7, 89, -5, -4, 89, 2, 8, 7, 82
48. CCOc1cc(-c2noc(CCC(=O)Nc3cccnc3)n2)ccc1OC
    ·, 91, ·, ·, 106, ·, ·, 33*, 90
50. COc1ccc(/C=N/N(C(C)=O)c2nc(-c3ccc(C)cc3)cs2)cc1
    -25, ·, 11, -6, ·, 7, 24, 17, ·
51. COc1ccc2c(Cl)c(C(=O)NN)sc2c1
    3, ·, 10, -8, ·, -5, -2, -1, ·

Some of the compounds tested; count on the stated rates, not on these rows.
